EBI2 antag – EBI2 receptor antagonists, beta-arrestin recruitment, primary screen, cell-based, luminescence, 7a,25-OHC stimulation, uHTS; 360,000 tested, 0.81% active; inhibition, % at 5 µM; G-protein coupled receptor 183 (Homo sapiens), P32249; 7a,25-OHC stimulated; in the data active = inhibition above about 38%;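 note: enzyme fragment complementation signal reports receptor beta-arrestin coupling in cells; 0% = agonist plus DMSO wells and 100% = wells without agonist; some results beyond the cut were filed as inactive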
Target sequence (P32249 whole entry, looked up, the tested form may be a part): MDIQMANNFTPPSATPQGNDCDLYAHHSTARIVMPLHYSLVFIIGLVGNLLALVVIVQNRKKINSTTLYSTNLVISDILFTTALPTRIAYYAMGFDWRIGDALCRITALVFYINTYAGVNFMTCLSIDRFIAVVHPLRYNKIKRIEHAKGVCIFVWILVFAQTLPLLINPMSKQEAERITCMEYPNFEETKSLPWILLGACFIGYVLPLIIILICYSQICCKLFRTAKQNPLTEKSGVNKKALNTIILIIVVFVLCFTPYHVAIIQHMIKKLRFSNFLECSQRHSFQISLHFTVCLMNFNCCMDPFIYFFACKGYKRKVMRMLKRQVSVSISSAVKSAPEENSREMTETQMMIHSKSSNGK
SENP8 block – SENP8 protease inhibitors, primary screen, biochemical, luminescence. 330,000 tested, 1.2% active. Sentrin-specific protease 8 (Homo sapiens), Q96LD8. inhibition, % at 10 µM. AID 2540, 2010. purified SENP8, Z-RLRGG-aminoluciferin cleavage
Target sequence (Q96LD8 whole entry, looked up): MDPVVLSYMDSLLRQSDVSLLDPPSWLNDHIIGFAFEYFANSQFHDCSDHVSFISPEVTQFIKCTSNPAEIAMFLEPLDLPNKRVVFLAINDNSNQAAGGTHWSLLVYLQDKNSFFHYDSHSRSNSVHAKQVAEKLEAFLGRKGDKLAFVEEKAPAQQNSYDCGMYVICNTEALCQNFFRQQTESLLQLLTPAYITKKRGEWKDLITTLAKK
CCR6 antagonist – CCR6 receptor antagonists, primary screen, cell-based, CHO-K1, luminescence, beta-arrestin, uHTS | CHO-K1 CCR6 PathHunter beta-arrestin, CCL20-stimulated | AID 493098, 2011 | inhibition, % at 20 µM | 340,000 tested, 0.49% active;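 active = compounds whose inhibition of the agonist-driven luminescence signal at 20 µM reaches about 50%, limit read from the data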;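 note: cells stimulated with CCL20 at 14 nM final; plate controls were DMSO with CCL20 for no effect and DMSO without agonist for full effect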
697 NFkB inh – inhibitors of PMA/ionomycin-induced NF-kB reporter, 697 cells, primary screen, B-cell NF-kB inhibitor project, cell-based, luminescence, uHTS; inhibition, % at 4 µM; AID 435022, 2010; 697 B-cell NF-kB luciferase reporter, 16 h; 330,000 tested, 0.33% active; in the data active = inhibition above about 35%
Jurkat NFkB inh – inhibitors of induced NF-kB luciferase reporter, primary screen, TCR NF-kB activation inhibitor project, cell-based, luminescence, uHTS; Jurkat, PMA/ionomycin-induced NF-kB luciferase reporter; inhibition, % at 4 µM; 330,000 tested, 0.53% active; AID 435003, 2010
UBC13 polyUb – UBC13 polyubiquitin chain formation inhibitors, primary screen, biochemical, TR-FRET, uHTS | Ubiquitin-conjugating enzyme E2 N (Homo sapiens), P61088 | inhibition, % at 20 µM | 330,000 tested, 0.47% active | AID 485273, 2010; in the data active = inhibition above about 45%, passing the limit was not always enough
Target sequence (P61088 whole entry, looked up): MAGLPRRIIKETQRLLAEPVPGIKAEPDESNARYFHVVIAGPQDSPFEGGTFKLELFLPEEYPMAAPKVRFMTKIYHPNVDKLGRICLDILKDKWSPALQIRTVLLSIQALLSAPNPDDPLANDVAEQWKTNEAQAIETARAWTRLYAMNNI
Gli-Sufu block – Gli-Sufu pathway antagonists, primary screen, luciferase luminescence, Sufu-KO-LIGHT cells, uHTS. Sufu-KO-LIGHT fibroblasts, Gli luciferase reporter luminescence. inhibition, % at 5 µM. 340,000 tested, 0.74% active. AID 588413, 2011;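 active = inhibition above about 55%, limit read from the data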;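 note: 0% = DMSO-treated cells and 100% = wells with medium but no cells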
Apaf1 inhib – inhibitors of human Apaf-1 apoptosome, primary screen, biochemical, DEVD-Rh110 fluorescence, uHTS. Apoptotic protease-activating factor 1 (Homo sapiens), O14727. reconstituted apoptosome caspase-3 activity. inhibition, % at 20 µM. 330,000 tested, 0.71% active. AID 489030, 2010; active = inhibition of at least 40% at 20 µM;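 note: plate controls were DMSO wells for no effect and DEVD-CHO caspase inhibitor wells for full effect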
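System: reconstituted apoptosome with Apaf-1, cytochrome c, caspase-9, procaspase-3, dATP; Signal: Rh110 fluorescence intensity; Schedule: 30 min compound preincubation, 50 min activation, room temperature; Reagent: cytochrome c trigger plus (Z-DEVD)2-Rh110 caspase-3 substrate.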
Numbers without * were called inactive; / = no result given. Cut-off read from the data, not from the text of the source, unless noted: active = inhibition above about 50%; inactive = the rest.

SMILES	EBI2 antag	SENP8 block	CCR6 antagonist	697 NFkB inh	Jurkat NFkB inh	UBC13 polyUb	Gli-Sufu block	Apaf1 inhib
CC(O)c1nc2ccccc2n1Cc1nnc(-c2ccc(Cl)cc2)o1 (stereo not drawn)	5.8	-7.3	2.8	-54.9	-23.2	3.3	-27.1	13.0
Cc1cc(-n2ccc(=O)[nH]c2=O)nc(-c2ccccc2)n1	-14.4	-4.8	9.4	11.9	1.7	6.7	6.0	-3.9
COC(=O)c1ccsc1NC(=O)C1COc2ccccc2O1 (stereo not drawn)	2.7	5.5	14.7	-10.9	-3.0	-0.2	-0.2	8.4
CCOc1cccc(/C=C(/C#N)c2nc3ccccc3[nH]2)c1OCC(=O)O	-1.0	-13.4	-8.1	-18.4	-12.2	-5.3	-4.3	-2.9
CCOCCCNC(=S)Nc1ccc2nc(N3CCN(CC)CC3)cc(C)c2c1	3.4	0.5	9.2	-10.8	19.8	-0.1	16.0	6.7
Cc1cccc(Nc2nc(N3CCCCC3)nc(N3CCCCC3)n2)c1	17.2	4.6	25.1	8.0	-3.1	0.9	-7.9	-0.3
CCNc1ccc(C(=O)OCC)cc1NC(=O)c1cc(S(=O)(=O)N2CCOCC2)ccc1C	-0.4	-8.5	8.4	4.4	12.2	-0.5	11.3	1.4
Cn1c(CN2CCCC2)nc2cc(NC(=O)c3cccs3)ccc21	-10.9	-4.5	-3.5	5.5	-36.9	7.5	-15.7	9.9
CC(C)(C)c1csc(NC(=O)c2ccccc2O)n1	5.3	-6.6	2.5	-92.3	-37.9	-5.0	-55.1	5.6
CS(=O)(=O)N(CC(=O)N1CCc2ccccc2C1)c1ccc2c(c1)OCO2	9.7	-0.5	12.9	14.0	24.9	2.7	-9.4	-6.6
CC/C(=N\NC(N)=O)c1ccc(OC(F)F)cc1	-5.9	2.8	-5.8	17.8	-2.4	7.8	-2.9	-22.1
O=c1c2[nH]c3ccc(F)cc3c2ncn1CCCN1CCOCC1	1.4	-14.5	0.6	1.2	-8.8	-15.2	-68.0	-0.9
Cc1ccc(NC(=S)NCc2ccc3c(c2)OCO3)cc1	-8.2	-10.0	-3.7	-15.8	-4.6	-13.6	1.7	8.4
Cc1nnc(NC(=O)c2ccc3ccccc3c2)o1	-2.1	-12.8	5.0	-5.4	-7.9	-7.0	-13.2	-6.8
Cc1ccc2cccc(S(=O)(=O)N3CCN(c4ccccc4F)CC3)c2n1	12.0	7.2	0.1	5.9	-4.0	-5.8	48.9	9.7
CC12CC3CC(C)(C1)CC(C(=O)N1CCN(C(=O)C4CCCO4)CC1)(C3)C2 (stereo not drawn)	3.1	-1.8	-6.2	3.4	-1.4	9.8	-1.4	-3.8
CCCCCN(C(=O)CCC(=O)OCC(=O)c1ccc(F)c(F)c1)c1c(N)n(CCCC)c(=O)[nH]c1=O	-8.8	2.4	3.3	8.4	9.4	2.7	-1.3	4.1
COC(=O)c1cc(OC)c(OC)cc1NC(=O)CN1CCOCC1	-2.8	6.1	2.8	25.3	-2.1	5.4	4.3	-18.5
CCC(=O)c1cn(CC(=O)Nc2ccccc2Cl)c2ccccc12	-3.9	1.5	19.7	-3.2	-2.4	-0.4	43.2	0.0
Cc1ccc(OCC(=O)Nc2ccccc2Sc2ccccc2)c([N+](=O)[O-])n1	25.5	-13.8	11.4	-33.9	3.1	-1.6	5.3	12.0
O=C(CCNC(=O)N1CC(=O)Nc2ccccc21)Nc1ccc(Br)cc1F	3.1	-5.4	5.4	-5.9	4.3	1.8	-7.1	1.8
Oc1ccc(N=Nc2ccc3c(c2)OCO3)c2ccccc12	/	19.6	/	-306.1	16.4	-101.2	/	-22.8
O=C(C1CC1)N1CCc2cc(Br)cc(S(=O)(=O)NC3CCCCC3)c21	3.1	6.5	7.7	-16.7	4.7	-0.4	10.7	15.7
O=C1c2ccccc2C(=O)N1CCN1CCCCC1	-2.6	3.7	-5.2	-0.3	2.9	-3.7	-12.4	-4.4
COc1ccc(S(=O)(=O)NCCN2CCNC2=O)cc1OC	1.5	-7.7	5.7	12.5	17.7	4.6	7.1	-22.7
COC(=O)c1cn(CC(=O)Nc2ccc(F)cc2)c2ccccc12	-7.6	8.6	0.8	27.9	11.0	3.4	-27.1	3.4
CCCCN1C(=O)C(O)=C(C(C)=O)C1c1ccccc1[N+](=O)[O-] (stereo not drawn)	4.7	8.4	8.1	3.1	-1.3	-5.4	-4.3	-4.5
O=C(NCc1ccccc1CN1CCCC1)c1cc2cc(Cl)ccc2o1	3.3	2.2	16.3	6.1	-8.8	20.3	12.8	10.2
Nc1c(Nc2ccccc2)c2ccccc2oc1=O	-3.5	-1.6	12.5	-40.2	-19.6	-7.5	0.7	8.8
COc1ccc2c(CC(=O)OCC(=O)Nc3cccc(C)c3)coc2c1	-5.2	3.2	4.9	3.8	-2.2	-16.4	0.3	-3.3
C=CCNc1nc(NCC)nc(N2CCOCC2)n1	-11.3	-4.1	12.3	1.0	15.1	-0.2	9.2	9.8
CCCCn1c(N)c(N(CC)C(=O)c2ccc3c(c2)S(=O)(=O)c2ccccc2C3=O)c(=O)[nH]c1=O	-10.3	-10.5	10.4	-22.0	-7.1	-13.8	4.4	-7.4
COc1cc(NC(=O)C2=CC(c3ccco3)=NS(=O)(=O)N2C)cc(OC)c1OC	-1.7	4.8	-3.7	14.6	3.3	-7.9	-11.4	-12.5
O=C1CCc2cc(S(=O)(=O)NCc3ccc(F)cc3)cc3c2N1CC3	-2.5	-5.7	1.3	6.0	-12.4	-0.7	-4.4	-3.9
COC(=O)Cc1cc(=O)oc2c(C)c(O)ccc12	-9.4	-6.9	2.1	25.9	6.3	29.7	2.4	-12.1
COc1ccccc1N1CCN(C(=O)c2oc3c(c2C)C(=O)CC(C)(C)C3)CC1	-10.7	-1.3	1.3	-0.7	23.0	-2.0	1.3	-9.0

By substructure: those above containing a nitro group on carbon
SMILES	EBI2 antag	SENP8 block	CCR6 antagonist	697 NFkB inh	Jurkat NFkB inh	UBC13 polyUb	Gli-Sufu block	Apaf1 inhib
Cc1ccc(OCC(=O)Nc2ccccc2Sc2ccccc2)c([N+](=O)[O-])n1	25.5	-13.8	11.4	-33.9	3.1	-1.6	5.3	12.0
CCCCN1C(=O)C(O)=C(C(C)=O)C1c1ccccc1[N+](=O)[O-] (stereo not drawn)	4.7	8.4	8.1	3.1	-1.3	-5.4	-4.3	-4.5

Remaining list, next part:
SMILES	EBI2 antag	SENP8 block	CCR6 antagonist	697 NFkB inh	Jurkat NFkB inh	UBC13 polyUb	Gli-Sufu block	Apaf1 inhib
COCCCNC(NC(=O)c1ccc(C)cc1)C(Cl)(Cl)Cl (stereo not drawn)	-19.4	-0.3	-9.8	1.9	6.2	5.2	16.8	-5.7
Nc1c(N2CCCC2)cc(Cl)c2nonc12	-2.3	83.4*	18.5	8.7	12.2	-101.0	7.7	95.7*
NC(=O)CC[C@H](NC(=O)[C@H](Cc1ccccc1)n1c(=O)[nH]c2ccccc2c1=O)C(=O)N1CCC[C@H]1C(=O)O	-10.5	-7.5	-0.4	16.0	5.9	-6.6	-0.5	4.4
CCCCC(=O)Nc1cccc(NC(=S)NC(=O)COc2ccccc2Cl)c1	-0.9	-6.1	21.9	-0.6	-2.3	1.2	-8.3	6.8
O=C(COc1ccc(F)cc1)NCCNC(=O)COc1ccc(F)cc1	-1.1	-8.5	-4.7	-2.6	-9.5	-3.5	2.1	3.4
Cc1onc(-c2c(Cl)cccc2Cl)c1C(=O)ONC(=O)c1ccccc1	-9.6	0.5	-4.8	5.1	8.6	-7.8	4.9	-19.8
O=C(COc1cc(F)ccc1[N+](=O)[O-])Nc1cccc(S(=O)(=O)NC2=NCCC2)c1	-7.9	-13.1	0.5	8.5	-5.4	-7.4	3.7	9.7
O=C1Nc2ccccc2/C1=C/c1ccccc1F	-6.2	-13.4	18.5	-5.6	-5.6	4.3	-13.1	12.3
Cc1cc(NC(=O)c2cc(-c3ccncc3)nc3c(C)cccc23)no1	3.4	2.9	-7.2	-26.2	51.6*	23.2	-0.2	7.3
NC(=O)c1ccccc1NC(=O)Nc1cccc(Cl)c1	7.2	81.9*	7.7	11.3	-16.3	0.7	-0.2	7.6
O=C(Nc1nc2ccccc2[nH]1)c1cccc(Cl)c1	-6.2	24.5	24.5	-235.3	-159.8	7.8	-81.9	-8.6
CCOC(=O)c1cccc(NC(=O)c2cnccn2)c1	-5.0	-2.8	8.1	-17.5	-1.9	-2.5	-24.6	-9.2
O=C(COC(=O)C1(c2ccc(F)cc2)CCCC1)NC1CC1	-1.8	-6.3	6.2	-8.6	-0.9	-9.6	-0.9	-3.4
O=c1[nH]c(COc2ccc(Cl)cc2Cl)nc2ccccc12	-7.1	-21.9	17.6	-140.6	-65.4	-4.2	-78.1	-1.8
c1cnc(-c2noc(CN3CCN(C4C5CC6CC(C5)CC4C6)CC3)n2)cn1 (stereo not drawn)	4.0	-5.8	0.3	3.7	-15.0	-11.6	21.2	5.5
CC(=O)NC12CC3CC(C1)CC(C(=O)OCC(=O)Nc1ncc(Cl)c(C)c1Cl)(C3)C2	-10.3	-1.3	-2.6	7.5	-18.9	-26.7	0.9	7.9
CC(SCc1ccccc1)C(=O)N/N=C/c1ccc(OCC(=O)NCc2ccco2)cc1 (stereo not drawn)	-8.1	-6.7	-3.1	-12.2	-11.1	-11.1	-5.0	8.4
CCc1ccc(N2C(=O)C(Cl)=C(Nc3ccc(C(=O)N4CCCC4)cc3)C2=O)cc1	7.9	-17.2	12.0	-117.2	82.5*	-54.0	2.1	41.4*
CCc1ccc(NC(=O)CSc2nc(NS(=O)(=O)c3ccccc3)cc(=O)[nH]2)cc1	5.7	6.5	-12.3	12.4	-0.2	0.8	-1.9	15.5
CCOC(=O)N1CCN(C(=O)CN(c2cccc(OC)c2)S(C)(=O)=O)CC1	4.2	-2.7	-10.8	8.3	9.4	-7.0	2.7	-0.1
CC(=O)c1sc(N/N=C\c2ccc(N(C)C)cc2)nc1C	16.8	31.0	16.6	-185.5	-144.5	-13.8	-95.5	6.5
C#CCOCCOCCOCCNc1nc(N2CCN(C(=O)[C@H]([C@@H](C)CC)n3cc([C@@H](N)Cc4ccc(O)cc4)nn3)CC2)nc(N2CCN(C(=O)[C@H](Cc3cc4ccccc4[nH]3)n3cc([C@@H](N)CC(C)C)nn3)CC2)n1	11.6	-20.7	-2.1	8.2	5.2	86.7*	-3.6	63.0*
N#Cc1ccccc1OCCOCCNC1CCCC1	2.0	6.4	2.4	7.5	6.8	-5.9	-2.9	1.6
CCNc1nc(Cl)nc(N(NC(C)=O)C(C)CC)n1 (stereo not drawn)	-10.5	-0.2	-2.0	3.0	-8.4	3.4	-7.2	-0.2
O=C(NNC1CC(=O)N(c2cccc(Cl)c2)C1=O)c1cccs1 (stereo not drawn)	-8.1	-2.5	-8.9	12.5	-0.2	7.2	-13.3	-5.9
COc1ccc(NC(=O)c2cc(OC)c(OC)c(OC)c2)cn1	0.4	-13.3	4.4	1.8	-12.1	4.7	-9.4	-12.2
CC(=O)N1CCN(S(=O)(=O)c2ccc(C)cc2)C1c1ccc(N(C)C)cc1 (stereo not drawn)	-4.9	-2.4	16.5	-9.7	-14.8	-4.9	9.7	6.3
O=C(O)C(=O)/C(=C\c1ccc([N+](=O)[O-])cc1)c1ccc2ccccc2n1	0.1	0.4	22.6	-44.3	-69.0	-18.8	-42.1	0.2

Screens: PubChem, Sanford-Burnham Center for Chemical Genomics

These rows are one share of the data (hit frequency here may not be typical).
